# Compound activity (PubChem)
# Mot1-301 SUMO – blocks SUMOylation pathway, rescuing yeast Mot1-301 growth. S. cerevisiae Mot1-301 growth rescue, ATP luminescence, 38.5C; percent above DMSO median, 100 means doubled. growth rescue, % at 18.8 µM. 1% of 320,000 active. AID 2716;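 active = every valid replicate shows activation above 250% relative to neutral control wells; inactive = the rest, any valid replicate at or below 250%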;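 also: OY570 slx delta 5 strain wells were the positive control but not used for scaling; some compounds called inactive have numbers as strong as hits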
# phage Ecoli inh – E. coli growth loss with phage present | growth absorbance | inhibition, % at 11.9 µM | 0.26% of 360,000 active | AID 651602; in the data active = inhibition above about 11%
# E coli growth – bacterial growth inhibition, counter-screen for AddAB inhibitors. inhibition, % at 11.9 µM. 0.27% of 330,000 active. E. coli V3065 growth, OD600 absorbance, 18 h. AID 449728;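 active = inhibition above the campaign's mean inhibition across all tested compounds plus 3 SD, cut at about 9.9% in these data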;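 also: uninfected addAB+ strain grown without phage in ampicillin broth; 0% = DMSO wells and 100% = ciprofloxacin 0.95 µg/ml wells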
# PfHsp90 yeast 2 – growth inhibition of yeast expressing Plasmodium Hsp90; S. cerevisiae expressing PfHsp90, BacTiter-Glo ATP, 48 h; yeast lacking PDR1 and PDR3 efflux regulators; inhibition, % at 9.4 µM; AID 504621; 0.32% of 310,000 active;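 active = every replicate shows inhibition above about 80%, whatever the replicate mean, limit read from the data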;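 also: 0% = DMSO neutral controls and 100% = 20 µM radicicol positive controls; yeast relying on Plasmodium falciparum Hsp90 in place of its own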
# MOR-DOR inv ag – inverse agonists of human mu-delta opioid receptor heterodimerization. P35372+P41143. cell-based MOR-DOR heterodimer luminescence, inverse agonism. inhibition, % at 9.3 µM. 0.21% of 340,000 active; in the data active = inhibition above about 22%, passing the limit was not always enough;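 also: 0% = cells with DMSO and 100% = wells without cells with DMSO; values of inactives mirror those of a sister screen read the other way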
# PKA-R1A act – activators of PKA-R1A complex; PKA-R1A dissociation, Cy5-IP20 fluorescence polarization; scaled: DMSO 0%, 113 µM cGMP 100%; activation, % at 11.4 µM; 0.083% of 340,000 active; AID 504707;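 active = percent activation above the mean of all tested compounds plus 3 SD, cut at about 19% in these data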;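 also: higher means more PKAc released from R1A so a rise in polarization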
# AddAB inh – less growth of phage-infected E. coli with AddAB. E. coli expressing H. pylori AddAB, absorbance growth. inhibition, % at 11.9 µM. 0.29% of 330,000 active. AID 435030; in the data active = inhibition above about 12%;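 also: 0% = vehicle wells of infected cells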
# Tat export inh – inhibitors of E. coli Tat protein transport; inhibition, % at 10 µM; E. coli MC4100 TorA-mCherry Tat export, fluorescence; AID 488895; 0.036% of 340,000 active;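 active = mean replicate inhibition at least 50% and at least half of replicates individually reaching 50%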;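 also: exported cargo escapes ClpAP degradation while cytoplasmic cargo is degraded and loses fluorescence; 0% = median of neutral control wells and 100% = median of NaSCN control wells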
# MOR-DOR ag – OPRM1-OPRD1 heterodimerization agonism | cells, luminescence | activation, % at 9.3 µM | 0.3% of 340,000 active | AID 504326; in the data active = activation above about 18%;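 also: 0% = vehicle-treated cells and 100% = reference agonist; values of inactives mirror those of a sister screen read the other way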
# HTR5A inv ag – HTR5A inverse agonism, opioid heterodimer counter-screen; AID 504634; HTR5A cell line, luminescence; P47898; 0.083% of 340,000 active; inhibition, % at 9.3 µM; in the data active = inhibition mostly above about 23%, no sharp cut-off; inactive = mostly below about 18%;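 also: 0% = cells with DMSO and 100% = no-cell wells with DMSO; some compounds called inactive have numbers as strong as hits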
# Target sequence (P47898 whole entry, looked up): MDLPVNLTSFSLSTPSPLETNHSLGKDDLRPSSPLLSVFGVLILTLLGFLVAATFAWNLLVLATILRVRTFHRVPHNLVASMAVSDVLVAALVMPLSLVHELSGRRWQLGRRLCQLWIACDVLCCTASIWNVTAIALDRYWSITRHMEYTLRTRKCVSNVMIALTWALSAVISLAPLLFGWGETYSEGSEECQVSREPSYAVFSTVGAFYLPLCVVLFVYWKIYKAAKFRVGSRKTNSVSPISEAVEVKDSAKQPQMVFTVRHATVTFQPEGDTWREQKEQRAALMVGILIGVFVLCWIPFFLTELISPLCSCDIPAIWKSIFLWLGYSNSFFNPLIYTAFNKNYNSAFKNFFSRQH
# PKA-R2B activ – activators of human PKA-R2B complex; AID 504700; 0.079% of 340,000 active; PKA-R2B holoenzyme dissociation, Cy5-IP20 fluorescence polarization; R2B truncated from residue 108, S112A mutant; 0% DMSO only, 100% 113 µM cGMP; activation, % at 11.4 µM; P22694+P31323;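 active = activation above a cutoff set at the mean over all compounds plus 3 SD, cut at about 18% in these data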;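 also: higher means more holoenzyme dissociation and a rise in polarization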
# Target sequence (P31323 whole entry, looked up, other chains not shown, the tested form may be a part): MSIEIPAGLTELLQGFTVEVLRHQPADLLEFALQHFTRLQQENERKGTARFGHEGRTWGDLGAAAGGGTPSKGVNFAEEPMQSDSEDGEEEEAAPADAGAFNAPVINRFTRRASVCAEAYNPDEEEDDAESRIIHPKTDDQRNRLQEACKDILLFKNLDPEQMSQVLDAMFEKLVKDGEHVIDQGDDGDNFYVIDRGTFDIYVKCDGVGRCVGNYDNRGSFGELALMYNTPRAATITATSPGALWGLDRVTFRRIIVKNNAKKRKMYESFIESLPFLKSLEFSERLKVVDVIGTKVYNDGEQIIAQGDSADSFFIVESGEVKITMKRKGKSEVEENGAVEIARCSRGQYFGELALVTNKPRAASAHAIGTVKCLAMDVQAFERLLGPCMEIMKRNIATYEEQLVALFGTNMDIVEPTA
# Numbers without * were called inactive; · = not tested or not shown.
entry	structure	Mot1-301 SUMO	phage Ecoli inh	E coli growth	PfHsp90 yeast 2	MOR-DOR inv ag	PKA-R1A act	AddAB inh	Tat export inh	MOR-DOR ag	HTR5A inv ag	PKA-R2B activ
1	O=C(O)c1nc(-c2ccccc2)n(-c2ccc(Cl)cc2)n1	4.5	0.9	2.7	-17.5	11.3	-9.6	1.6	0.0	-2.7	-1.3	-0.8
2	CCO[C@H]1OC(C(=O)NC2CC2)=C[C@@H](c2ccc3c(c2)OCO3)[C@@H]1CCCO	-8.0	2.9	1.7	-10.3	8.0	-3.9	-1.1	-3.4	-1.4	-3.3	-7.5
3	CC(C)N1CCN(Cc2cccn2-c2ccccn2)CC1CCO (stereo unspecified)	3.3	4.2	-1.2	7.1	-11.1	-3.1	1.7	1.5	1.5	6.1	5.0
4	COCCNC(=O)NC(=O)CSc1nc(C)c(C)c(C)n1	494.4*	-2.5	0.6	-0.9	4.3	-15.9	0.5	-2.3	-0.9	37.2	-4.9
5	CC1(C(=O)OCc2cc(=O)n3cc(Br)ccc3n2)CC1(Cl)Cl (stereo unspecified)	18.3	5.2	3.5	5.3	7.7	-3.6	5.7	1.6	-1.3	-4.3	1.3
6	CCCCN(C(=O)CSc1nnnn1C)c1c(N)n(Cc2ccccc2)c(=O)[nH]c1=O	1.9	0.1	0.3	-40.3	12.5	-3.4	1.8	-1.9	-2.3	-8.9	5.2
7	COCCn1c(Cc2ccccc2)nnc1SCC(=O)NC(C)C	2.3	1.4	-2.5	-55.3	4.2	-6.3	0.8	-1.4	-0.8	6.5	7.9
8	O=C(NCc1ccccc1)Nc1cccc2ccccc12	2.8	7.8	2.7	-0.3	7.7	-4.5	0.5	-5.6	-1.5	-34.1	2.6
9	Clc1ccsc1-c1ccnc(-n2cccc2)n1	16.9	0.5	-0.4	·	13.2	-11.4	4.0	0.2	-2.7	-38.1	11.0
10	CCn1c(CCCOc2ccc(Cl)cc2Cl)nnc1SCC(=O)Nc1cc(F)ccc1C	11.9	2.3	1.7	-34.4	-6.5	3.3	2.3	-7.3	1.2	-15.4	3.3
11	CC1CCCC(C)N1/N=C/c1ccccc1Br (stereo unspecified)	-1.6	-0.4	-0.1	20.1	-1.4	-17.7	-0.2	-0.4	0.3	10.0	-7.8
12	CCC(=O)Nc1cccc(NC(=S)NC(=O)c2cccc(C)c2)c1	-2.4	6.6	2.3	-2.8	8.4	10.8	7.0	-8.0	-1.6	0.7	7.3
13	CCOC(=O)c1ccc(NC(=O)Nc2ccc(F)cc2)cc1	9.8	9.5	5.1	-1.7	-9.2	-6.6	5.7	3.4	1.9	-29.4	-9.1
14	Cc1cc(C)c2c(=O)[nH]c(SCC(=O)Nc3ccccc3)nc2n1	-19.0	2.5	-0.2	-7.7	-4.1	7.6	-0.1	-5.6	0.8	-11.7	-11.3
15	NC(=O)c1cnccc1C=Cc1ccccc1	·	2.1	·	-8.1	11.3	-9.2	·	1.3	-2.2	2.6	-14.7
16	Cc1ccc(C(=O)N/C(=C\c2ccc([N+](=O)[O-])cc2)C(=O)NCCc2ccccc2)cc1	56.6	3.0	0.6	-4.9	-12.2	1.3	0.4	2.6	2.2	-17.4	-6.4
17	CC(=O)Nc1ccc(S(=O)(=O)N2CCC(C(=O)NCc3ccncc3)CC2)cc1	-10.5	1.7	-2.0	7.3	13.5	0.5	-0.4	-3.3	-2.6	3.7	10.3
18	CC(C)CCC1=NN(C(=O)c2ccco2)C(O)(C(F)(F)F)C1 (stereo unspecified)	139.6	5.7	0.8	12.8	-13.1	10.9	1.3	-1.4	2.6	-16.5	-9.5
19	O=S(=O)(Nc1ccon1)c1ccc(F)c(F)c1	22.0	3.0	1.1	-9.2	3.1	8.2	2.0	7.8	-0.6	-13.1	9.3
20	CCc1ccccc1NC(=O)CCC(=O)c1cccs1	355.2	0.6	1.3	-17.9	7.2	5.1	-2.0	0.5	-1.4	1.1	-6.9
21	CC(OC(=O)Cn1cnc2ccccc2c1=O)C(=O)NCc1ccccc1 (stereo unspecified)	196.6	-0.4	1.3	·	15.4	-1.1	1.7	-8.7	-2.4	7.4	5.9
22	O=C(O)C1OCC2(CO1)COC(C(=O)O)OC2 (stereo unspecified)	·	0.2	·	-13.5	7.9	1.7	·	-2.4	-1.6	-9.8	0.4
23	Cc1cccc(C(=O)N2CCN=C2SCc2ccc([N+](=O)[O-])cc2)c1	0.3	1.8	1.6	·	-3.0	7.8	1.0	1.9	0.6	-8.1	2.7
24	COc1ccc(OCC(=O)N/N=c2\oc3c(OC)cccc3cc2C(N)=O)cc1	3.2	5.8	1.8	8.1	16.8	-4.0	-1.0	3.7	-2.8	-21.2	-16.5
25	O=C(CCCn1c(=O)[nH]c2cc(Cl)ccc2c1=O)NCC1CCCO1 (stereo unspecified)	-9.8	-0.9	-0.9	-5.0	3.7	2.6	2.2	7.1	-0.8	3.8	-7.8

# At a glance, some entries already given.
entry	structure	Mot1-301 SUMO	phage Ecoli inh	E coli growth	PfHsp90 yeast 2	MOR-DOR inv ag	PKA-R1A act	AddAB inh	Tat export inh	MOR-DOR ag	HTR5A inv ag	PKA-R2B activ
9	Clc1ccsc1-c1ccnc(-n2cccc2)n1	16.9	0.5	-0.4	·	13.2	-11.4	4.0	0.2	-2.7	-38.1	11.0
10	CCn1c(CCCOc2ccc(Cl)cc2Cl)nnc1SCC(=O)Nc1cc(F)ccc1C	11.9	2.3	1.7	-34.4	-6.5	3.3	2.3	-7.3	1.2	-15.4	3.3
11	CC1CCCC(C)N1/N=C/c1ccccc1Br (stereo unspecified)	-1.6	-0.4	-0.1	20.1	-1.4	-17.7	-0.2	-0.4	0.3	10.0	-7.8
12	CCC(=O)Nc1cccc(NC(=S)NC(=O)c2cccc(C)c2)c1	-2.4	6.6	2.3	-2.8	8.4	10.8	7.0	-8.0	-1.6	0.7	7.3

# Going on with the list:
entry	structure	Mot1-301 SUMO	phage Ecoli inh	E coli growth	PfHsp90 yeast 2	MOR-DOR inv ag	PKA-R1A act	AddAB inh	Tat export inh	MOR-DOR ag	HTR5A inv ag	PKA-R2B activ
26	O=C(O)CC(NC(=O)Cc1ccc([N+](=O)[O-])cc1)c1ccc2c(c1)OCO2 (stereo unspecified)	-2.8	3.6	-2.6	-3.8	10.0	-7.8	2.2	15.2	-1.9	-17.0	-9.8
27	CNC(=O)c1cc(C(=O)c2ccc(Cl)cc2)c(Br)[nH]1	-21.6	2.5	0.1	14.3	6.0	2.8	-1.1	-6.6	-1.2	7.0	3.4
28	Cc1ccc(NC(=O)c2cc(N3C(=O)CCC3=O)ccc2N2CCOCC2)cc1	·	4.7	0.6	-2.0	-0.2	-6.0	0.0	29.9	0.0	-15.1	8.8
29	O=C(NCC12CC3CC(CC(C3)C1)C2)c1nn2cccnc2c1Cl	15.8	2.0	2.2	-7.1	7.4	5.6	3.0	-5.7	-1.4	17.6	-8.6
30	Cc1onc(-c2ccccc2)c1C(=O)NCCc1ccc(Cl)cc1	-10.4	0.2	1.6	2.4	-6.5	-7.2	4.2	1.2	1.1	-11.4	2.9
31	Oc1cccc(NC(=S)Nc2ccc(SC(F)F)cc2)c1	-11.8	5.4	0.0	-19.7	-193.1	-9.1	2.3	-2.3	32.2*	18.8	1.3
32	FC(F)(F)c1cc(Sc2ccccc2)nc(-c2ccccn2)n1	-1.5	-1.6	-0.4	·	2.6	1.7	5.0	14.9	-0.6	-20.2	5.2
33	CCCn1c(-c2ccc(OC)cc2)nc2c(=O)n(C)c(=O)[nH]c21	-1.9	1.9	-0.6	·	8.4	-9.4	3.2	-6.4	-1.7	9.3	-1.4
34	CCOC(=O)C(CCCCP(=O)(c1ccccc1)c1ccccc1)(NC(C)=O)C(=O)OCC	2.2	1.0	-1.3	-19.3	11.1	5.7	1.8	-4.8	-2.2	13.8	2.8
35	Cc1cc(C)c2cc3c(N)c(C(=O)Nc4c(C)[nH]c(=O)[nH]c4=O)sc3nc2c1	78.7	-0.2	-1.0	-40.8	3.6	-3.7	1.9	4.4	-0.7	-19.6	1.5
36	Cc1nn(-c2ccccc2)c2nc(N)c(C#N)c(-c3ccc(C(C)(C)C)cc3)c12	8.0	2.9	-0.6	-9.5	14.1	-2.5	1.5	-5.7	-2.9	-57.7	0.7
37	Cn1c(=O)c2c(nc(-n3ccnc3)n2C)n(C)c1=O	·	0.7	2.8	18.0	7.3	0.3	0.9	4.4	-1.4	-2.7	2.5
38	NS(=O)(=O)c1ccc(-c2ccc(C=O)o2)cc1	8.5	5.0	2.6	25.7	·	·	1.7	1.6	·	·	·
39	COc1cccc(NS(=O)(=O)c2cc3c(cc2C)N(C(C)=O)CCO3)c1	-0.5	-0.3	2.2	-8.2	5.7	-7.6	-0.6	9.1	-1.0	14.9	-1.4
40	Cc1ccc(-c2cc(-c3cccc(F)c3)n[nH]2)c(O)c1	26.7	1.0	3.0	5.6	-45.0	1.6	2.1	3.7	7.6	-4.1	-8.5
41	CC(C)c1ccc2[nH]c(O)c(N=NC(=O)c3cccc(S(=O)(=O)Nc4ccccc4Cl)c3)c2c1	10.3	0.9	0.5	-3.2	-4.5	-4.7	3.0	-1.4	0.6	6.6	-6.8
42	Cc1ccc(-n2nc(C)c(C(=O)O)n2)c(C)c1	222.3	2.7	-0.4	4.8	15.6	-0.1	3.4	-3.9	-2.5	8.1	7.6
43	CCS(=O)(=O)Nc1ccc(C(=O)OC)cc1	7.2	3.9	-0.8	·	0.6	0.0	0.7	-0.5	-0.1	-10.2	-14.4
44	Cc1ccc(NS(=O)(=O)c2ccc3c(c2)n(C)c(=O)c(=O)n3C)c(C)c1	0.9	0.9	0.9	4.9	13.0	2.2	1.8	5.4	-2.5	-8.3	7.8
45	CCCCNC(=O)/C(C#N)=C/c1ccc2c(c1)OCCO2	-11.5	2.2	-2.4	-3.2	8.0	0.0	1.3	-3.9	-1.5	16.5	-8.2
46	CCOc1ccc2nc(NCCNC(=O)C3CC3)c(C)cc2c1	9.9	2.4	0.8	8.2	4.5	1.1	0.9	-5.6	-0.8	-24.6	-4.1
47	C[C@H](NC(=O)c1nc[nH]c1C(=O)NCCCCCN)C(=O)OCc1ccccc1	17.7	3.0	0.2	-20.3	10.7	-6.8	2.8	-2.1	-1.9	-7.4	-1.5
48	O=C(Nc1ccc(S(=O)(=O)Nc2ncccn2)cc1)C1=NN(c2ccccc2)C(=O)CC1	-9.4	-3.7	-0.9	6.5	5.0	-8.0	3.8	-3.8	-0.9	-17.7	-4.9
49	O=C(Nc1ccc(OCC(F)(F)C(F)F)cc1)c1ccncc1	-4.1	1.4	1.4	-10.5	-4.8	-5.0	2.4	1.1	0.9	10.5	3.9
50	CCOc1ccc(Cl)cc1CNCCNCC(C)O (stereo unspecified)	-16.6	-2.0	-2.9	-6.6	-11.1	0.1	-0.7	-4.2	1.8	-0.3	4.2
51	CCN(CC)C(=O)CSc1nc2ccccc2c(=O)n1CCC(=O)NCc1ccc(F)cc1	12.3	2.6	-0.8	-10.3	4.0	-8.7	0.0	-0.3	-0.9	0.7	2.8
52	COc1ccc(-c2cn[nH]c2-c2ccc(O)cc2O)cc1	0.0	-0.9	-0.9	-4.8	5.7	-3.2	-1.9	-1.6	-1.3	-11.6	-1.4
